Source: PubChem BioAssay (several laboratories)
Rev-erbA mod: modulators of Rev-erb alpha DNA binding, primary screen, biochemical, FITC-DNA, fluorescence polarization, uHTS; activity, % at 10 µM; 370,000 tested, 0.79% active; Nuclear receptor subfamily 1 group D member 1 (Homo sapiens), P20393; Rev-erbα–FITC-DNA binding, 90 min;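 active = activity above about 14%, limit read from the data; passing the limit was not always enough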;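 also: 0% = DMSO wells with 35 nM protein and 100% = DMSO wells with 750 nM protein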
Target sequence (P20393 whole entry, looked up): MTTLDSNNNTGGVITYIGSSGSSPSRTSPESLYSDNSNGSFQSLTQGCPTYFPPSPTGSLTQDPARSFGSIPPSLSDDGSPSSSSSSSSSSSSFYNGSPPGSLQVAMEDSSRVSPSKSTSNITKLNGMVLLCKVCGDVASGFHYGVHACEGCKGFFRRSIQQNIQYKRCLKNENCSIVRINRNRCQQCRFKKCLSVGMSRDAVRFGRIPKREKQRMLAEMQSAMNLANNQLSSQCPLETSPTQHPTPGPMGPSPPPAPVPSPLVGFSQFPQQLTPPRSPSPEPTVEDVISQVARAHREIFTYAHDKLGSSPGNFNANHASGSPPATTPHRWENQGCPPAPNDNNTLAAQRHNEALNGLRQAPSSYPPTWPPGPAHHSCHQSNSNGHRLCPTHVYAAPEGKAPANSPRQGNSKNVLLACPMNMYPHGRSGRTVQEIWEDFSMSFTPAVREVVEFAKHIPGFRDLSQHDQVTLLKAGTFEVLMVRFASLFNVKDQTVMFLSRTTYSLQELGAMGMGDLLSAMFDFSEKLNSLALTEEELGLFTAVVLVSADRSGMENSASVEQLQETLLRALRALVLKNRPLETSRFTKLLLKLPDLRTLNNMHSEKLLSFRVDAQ
PG9 binder: binders of HIV-1 gp120 antibody PG9, primary screen, biochemical, TR-FRET. HIV-1 gp120 / PG9 antibody interaction. TR-FRET gp120-PG9 antibody binding. inhibition, % at 6.7 µM. 360,000 tested, 0.43% active; in the data active = inhibition above about 8.5%
PRMT1 FP inh: PRMT1 methyltransferase inhibitors, primary screen, biochemical, fluorescence polarization; recombinant PRMT1, activity-based probe fluorescence polarization; inhibition, % at 2.79 µM; 370,000 tested, 1.3% active;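 active = inhibition above about 21% made by adding two undisclosed values, limit read from the data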
Target sequence (Q99873 whole entry, looked up): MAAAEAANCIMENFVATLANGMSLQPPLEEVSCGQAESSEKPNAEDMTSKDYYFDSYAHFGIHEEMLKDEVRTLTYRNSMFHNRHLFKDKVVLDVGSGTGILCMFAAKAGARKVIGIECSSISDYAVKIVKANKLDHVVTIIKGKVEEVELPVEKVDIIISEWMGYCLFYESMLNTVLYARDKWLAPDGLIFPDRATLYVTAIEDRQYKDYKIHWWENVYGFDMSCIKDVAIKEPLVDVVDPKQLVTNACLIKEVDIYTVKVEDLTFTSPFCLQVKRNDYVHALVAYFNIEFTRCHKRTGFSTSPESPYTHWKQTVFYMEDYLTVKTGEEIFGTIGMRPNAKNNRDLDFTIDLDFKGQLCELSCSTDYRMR
mABHD4 FP: ABHD4 inhibitors, primary screen, biochemical, fluorescence polarization, mouse; 370,000 tested, 0.54% active; inhibition, % at 8.92 µM; (Lyso)-N-acylphosphatidylethanolamine lipase (Mus musculus), Q8VD66; purified mABHD4, FP-Rh probe fluorescence polarization; AID 720543, 2013;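 active = inhibition exceeding the mean over every tested compound plus 3 SD, cut at about 30% in these data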;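 also: 0% = plate median of compound wells and 100% = S159A mutant with DMSO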
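Test system: mABHD4 protein; Read-out basis: % inhibition; Incubation: 45 min + 60 min at 25 °C; Repeats: single replicate; Technique: fluorescence polarization with parallel and perpendicular emission, 525/598 nm; Compound: 8.92 µM, single dose; Benchmarks: full inhibition S159A mutant plus DMSO, zero as sample-well median.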
MBD2 inh: inhibitors of MBD2 binding to methylated DNA, primary screen, biochemical, TR-FRET, DNA-binding domain, human; Methyl-CpG-binding domain protein 2 (Homo sapiens), Q9UBB5; AID 686964, 2013; inhibition, % at 4.4 µM; 370,000 tested, 0.31% active; MBD2 binding to methylated oligonucleotide; in the data active = inhibition above about 13%
LEDGF integ inh: blockers of LEDGF/p75-dependent integrase strand transfer – biochemical, TR-FRET, high throughput, primary screen | inhibition, % at 3.7 µM | TR-FRET IN-LEDGF/p75 DNA integration, Eu/Cy5 | HIV-1 integrase (with human LEDGF/p75) | 370,000 tested, 0.64% active | AID 743269, 2014;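 active = inhibition above the screen-wide mean plus 3 SD, cut at about 13% in these data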;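 also: signal is the Cy5 over europium emission ratio at 671 and 618 nm; 0% = plate median of compound wells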
rCAG binder: binders of r(CAG) RNA repeats, primary screen, biochemical, fluorescence | r(CAG) RNA repeat, TO-PRO-1 dye displacement fluorescence | inhibition, % at 3 µM | 370,000 tested, 1.3% active;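 active = inhibition above the plate cutoff, the mean of all test compounds on that plate plus 3 SD, cut at about 35% in these data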;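 also: 0% = DMSO alone and 100% = 100 µM mitoxantrone as full dye displacement; higher means more dye released from RNA so lower well fluorescence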
TCR-CD3 inh: inhibitors of human TCR-CD3 interaction, primary screen, biochemical, fluorescence, TAMRA-labeled TCR probe; T-cell receptor (TCR); 360,000 tested, 0.37% active; AID 651800, 2012; inhibition, % at 9.4 µM; in the data active = inhibition above about 19%;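 also: recombinant mutant TCR 2C K166C tagged with TAMRA read by polarization; 0% = receptor in buffer alone and 100% = receptor with positive control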
HTRA1 inh: HTRA1 serine protease inhibitors, primary screen, biochemical, fluorescence polarization, HTS | Q92743 | recombinant HTRA1, FP-rhodamine activity-based probe | inhibition, % at 5.96 µM | 340,000 tested, 0.5% active | AID 504803, 2011; in the data active = inhibition above about 36%;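 also: 0% = enzyme with DMSO and 100% = wells lacking enzyme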
UHRF1 MBD2 ctr: UHRF1 methylated DNA binding inhibitors, primary screen, counter-screen for MBD2 inhibitor project, biochemical, TR-FRET, human UHRF1, single concentration | E3 ubiquitin-protein ligase UHRF1 (Homo sapiens), Q96T88 | UHRF1 binding to methylated oligo | inhibition, % at 4.4 µM | 370,000 tested, 0.75% active | AID 687016, 2013; in the data active = inhibition above about 21%;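 also: UHRF1 SRA domain binding a hemimethylated CpG hairpin DNA probe; 0% = median of test compound wells and 100% = reference inhibitor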
The depositor's hits bear a star; x = not tested or not shown. This is a subset; rates above refer to the full screens.

Value order – Rev-erbA mod, PG9 binder, PRMT1 FP inh, mABHD4 FP, MBD2 inh, LEDGF integ inh, rCAG binder, TCR-CD3 inh, HTRA1 inh, UHRF1 MBD2 ctr
#1 C=CCn1c(SCC(=O)c2ccc(O)c(O)c2)nnc1-c1ccc(OC)cc1
→ -11, -1.4, 10, 38*, -4, 2, 19, 10, 56*, 3
#2 CC(C)N(C(=O)Cn1c(SCC(=O)N2CCN(c3ccccc3)CC2)nc2ccccc21)C(C)C
→ 1, -1.3, 0, 4, 4, -1, -1, -7, x, 1
#3 CC(=O)Nc1cccc(OCCCNC(=O)C2CCC2)c1
→ -1, 1.9, 3, 1, 0, -7, 0, -6, 5, 12
#4 O=C(NN=C1CCC(=NNC(=O)c2cccnc2)CC1)c1cccnc1
→ -3, -1.4, -1, 1, -4, 1, -2, 9, 7, -1
#5 CCCCOc1ccccc1Cn1c(=O)oc2ccccc21
→ 0, 1.7, 0, -19, -4, 1, -5, 10, -29, -1
#6 O=C(CC12CC3CC(CC(C3)C1)C2)NCC(=O)N1CCc2ccccc2C1
→ -5, 1.4, 3, 0, -4, 1, -5, 3, -6, 1
#7 Cn1c(SCC(=O)Nc2ccc3[nH]c(=O)[nH]c3c2)nnc1-c1ccc(F)cc1
→ 2, -2.7, -5, 3, -1, 0, 4, 1, 10, -1
#8 COc1ccc(NC(=O)C(=O)c2cn(CC(=O)N3CCCC3)c3ccccc23)c(OC)c1
→ -10, -1.1, -1, 0, -1, -4, -1, -10, 5, 3
#9 Cc1ccsc1C(=O)NN=C1CCCCCC1
→ 6, -1.5, 3, -5, 3, 1, -2, -5, -4, -1
#10 CC(C)NC(=O)COC(=O)c1ccccc1CSC1=NCCS1
→ -4, -2.6, -6, 1, -2, 1, -1, -2, -2, 2
#11 C=CCNC(=O)/C(C#N)=C/c1c(C)nn(-c2ccc(Cl)cc2)c1Cl
→ -3, -4.0, -1, 0, 3, 0, 3, -2, -6, -5
#12 COc1cccc(CN(C)CC(=O)NCc2ccccc2Cl)c1
→ -1, 0.1, -3, 5, -1, -1, -7, -1, 0, -1
#13 FC(F)(F)COc1ccc(-c2nnc(SCc3c(Cl)cccc3Cl)o2)cn1
→ -4, -2.7, -2, -1, 2, 3, -2, 0, 2, -1
#14 COc1ccc(NC(=O)C2Cc3ccccc3CN2C(=O)c2ccccc2)cn1 (stereo unspecified)
→ -1, 0.9, 16, 7, -2, -2, -17, 1, 4, 0
#15 Cc1ccc(-c2nc(CS(=O)CC(=O)NCc3ccc(F)cc3)c(C)o2)cc1 (stereo unspecified)
→ -5, 0.4, 14, -3, -1, -2, 1, 2, -3, 8
#16 O=C(COC(=O)c1cc[n+]([O-])cc1)NCCc1ccc(Cl)cc1Cl
→ 6, 0.8, -2, 1, -4, -1, -1, 0, 2, 1
#17 COc1ccc(OC)c(-c2cc(C(=O)NCc3ccc(Cl)cc3)no2)c1
→ 8, 0.4, -5, -5, 4, 5, -1, 7, 6, -1
#18 CCc1ccc(-c2nc(C(N)=O)c3[nH]c(=O)n(-c4ccccc4OC)c3n2)cc1
→ 8, -0.5, -5, -15, 2, 7, 5, -5, -3, 1
#19 COCCCNC(=O)CS(=O)Cc1nc(-c2cccc(OC)c2)oc1C (stereo unspecified)
→ -2, -2.2, 2, 3, 4, -1, -3, 0, 2, 0
#20 O=C(c1cc(S(=O)(=O)N2CCCCC2)ccc1Cl)N1CCOCC1
→ -2, -0.2, 2, 8, 0, -2, -3, -6, -5, 0
#21 Cc1ccc(Nc2nc(N3CCOCC3)nc(N3CCOCC3)n2)cc1
→ 3, -0.3, 0, 6, 0, -5, -5, 4, -12, 3
#22 CC(C)(C)CN1CCNC(=O)C1CC(=O)N1CCN(c2ccccc2)CC1 (stereo unspecified)
→ -4, -0.3, 1, 4, 0, 0, -3, 7, 6, -2
#23 Cc1cccc(NC(=O)c2cccc(OC(=S)N3CCOCC3)c2)c1
→ -3, -2.3, -3, 2, 0, 4, -3, -5, -13, -1
#24 CCCNC1=C(C)C(=O)CC1
→ 1, -0.2, 1, 3, 1, 1, 0, -3, -1, 2
#25 O=C(CN1C(=O)C2C3C=CC(C3)C2C1=O)OCC(=O)c1ccc(Cl)c([N+](=O)[O-])c1 (stereo unspecified)
→ 6, -2.7, -4, -6, -6, 6, 6, 1, -6, -2
#26 COC(=O)c1onc(C(=O)c2ccccc2)c1C(=O)OC
→ -8, -1.2, 1, 7, 2, -3, -2, -11, 7, -1
#27 O=C(O)C1Sc2[nH]c(=O)sc2C2c3cc(Br)ccc3OC(=O)C12 (stereo unspecified)
→ -5, -0.8, 7, 21, -7, -7, 10, 10, 0, -7
#28 COc1cccc(CNS(=O)(=O)c2cc(Br)ccc2Br)c1
→ 9, -1.3, -4, -4, -2, 0, 1, 2, -10, -1
#29 CCCCC(CC)C(=O)Nc1ccccc1C(=O)NC(C)C (stereo unspecified)
→ -1, -1.6, -2, 3, -1, 1, -5, 1, -1, -1
#30 CC(C)(C)c1ccc(C(=O)Nc2cc(Cl)ccc2C(=O)O)cc1
→ -4, x, -5, -55, 4, 3, x, x, x, -2
#31 CC(C)(C)c1cc(C(=O)NN)n(Cc2ccc(F)cc2)n1
→ -1, -3.0, -5, -2, 5, 2, 5, 3, -6, -2
#32 CC1=CC(C)(C)N(C(=O)CCl)c2ccccc21
→ 2, -2.8, -2, 5, -4, 0, -2, -3, -1, 0
#33 Cc1cccc(N2CCN(C(=O)c3c(C)nn(Cc4ccccc4Cl)c3C)CC2)c1C
→ -4, 0.1, -1, -9, 3, 1, -5, -1, -25, 0
#34 Cc1cc(N(CC(=O)NC2CC2)S(C)(=O)=O)ccc1Br
→ -2, -1.5, -2, 2, 0, 2, -1, 0, 1, 2
#35 Cc1noc(C)c1COc1ccccc1C(=O)NNC(=O)c1ccccc1
→ -1, 0.1, -6, 3, -4, 4, 3, -3, 2, -1
#36 CCOc1cc(/C=C(/C#N)c2nc3ccccc3[nH]2)ccc1OCc1ccc(C(=O)O)o1
→ 2, -7.0, 2, 15, -4, 0, 49*, 14, -16, 5
#37 COc1ccc(C(CNC(=O)c2nn(-c3ccccc3)c(=O)c3ccccc23)N2CCOCC2)cc1 (stereo unspecified)
→ -5, 1.1, 3, 3, 6, -3, -5, 2, 7, -1
#38 COc1ccc(NC(=O)c2c(C(F)(F)F)nn(C)c2Cl)cc1
→ -1, -0.1, 1, -1, 2, -1, -5, -1, x, 1
#39 Cn1ncc2c(Nc3ccc(Cl)cc3)ncnc21
→ 5, 0.9, -2, -2, 1, 4, -1, 6, -5, -3
#40 O=[N+]([O-])c1cc(C=NN2CCCCCC2)ccc1Cl
→ 2, -0.9, 6, 7, 3, -4, 2, -7, -2, -2

A different layout for four compounds above.
(33) Cc1cccc(N2CCN(C(=O)c3c(C)nn(Cc4ccccc4Cl)c3C)CC2)c1C
- Rev-erbA mod: -4
- PG9 binder: 0.1
- PRMT1 FP inh: -1
- mABHD4 FP: -9
- MBD2 inh: 3
- LEDGF integ inh: 1
- rCAG binder: -5
- TCR-CD3 inh: -1
- HTRA1 inh: -25
- UHRF1 MBD2 ctr: 0

(34) Cc1cc(N(CC(=O)NC2CC2)S(C)(=O)=O)ccc1Br
- Rev-erbA mod: -2
- PG9 binder: -1.5
- PRMT1 FP inh: -2
- mABHD4 FP: 2
- MBD2 inh: 0
- LEDGF integ inh: 2
- rCAG binder: -1
- TCR-CD3 inh: 0
- HTRA1 inh: 1
- UHRF1 MBD2 ctr: 2

(35) Cc1noc(C)c1COc1ccccc1C(=O)NNC(=O)c1ccccc1
- Rev-erbA mod: -1
- PG9 binder: 0.1
- PRMT1 FP inh: -6
- mABHD4 FP: 3
- MBD2 inh: -4
- LEDGF integ inh: 4
- rCAG binder: 3
- TCR-CD3 inh: -3
- HTRA1 inh: 2
- UHRF1 MBD2 ctr: -1

(36) CCOc1cc(/C=C(/C#N)c2nc3ccccc3[nH]2)ccc1OCc1ccc(C(=O)O)o1
- Rev-erbA mod: 2
- PG9 binder: -7.0
- PRMT1 FP inh: 2
- mABHD4 FP: 15
- MBD2 inh: -4
- LEDGF integ inh: 0
- rCAG binder: 49*
- TCR-CD3 inh: 14
- HTRA1 inh: -16
- UHRF1 MBD2 ctr: 5

Continuation:
Value order – Rev-erbA mod, PG9 binder, PRMT1 FP inh, mABHD4 FP, MBD2 inh, LEDGF integ inh, rCAG binder, TCR-CD3 inh, HTRA1 inh, UHRF1 MBD2 ctr
#41 CCN(C(=O)CCN1C(=O)c2ccccc2C1=O)C1CCCCC1
→ 2, 1.5, -2, 3, -7, -3, -6, -3, 1, -1
#42 CCN(CC)C(=O)C(=O)N/N=C/c1ccc(Cl)cc1Cl
→ 0, -2.9, -3, -3, 3, -1, 2, -13, 0, 8
#43 COC(=O)c1[nH]c2cc(OC)ccc2c1NC(=O)CCN1CCN(Cc2ccc3c(c2)OCO3)CC1
→ 4, -3.9, -1, 4, -3, 3, -6, -1, -4, -1
#44 COc1ccc(CNc2nc(NCc3ccc(OC)c(OC)c3)n(C(=O)c3cccs3)n2)cc1OC
→ 0, -1.9, 1, -7, 1, -2, 4, -1, -24, 1
#45 O=C(CCc1ccc(CCC(=O)c2cccs2)s1)c1cccs1
→ 0, -0.4, 9, -29, 4, 2, 8, -9, -21, 3
#46 COC(=O)[C@H](C(C)C)N(Cc1cn(Cc2ccc(C)cc2)nn1)S(=O)(=O)c1ccccc1Br
→ 3, x, 0, -5, 8, 5, -1, x, x, 15

mABHD4 FP: hit marks shown above.
item | structure | Rev-erbA mod | PG9 binder | PRMT1 FP inh | mABHD4 FP | MBD2 inh | LEDGF integ inh | TCR-CD3 inh | HTRA1 inh
1 | C=CCn1c(SCC(=O)c2ccc(O)c(O)c2)nnc1-c1ccc(OC)cc1 | -11 | -1.4 | 10 | 38* | -4 | 2 | 10 | 56*
